All columns: NCI-60 one-dose screen, growth in % after 48 h at 10 µM unless noted; 100 = growth as untreated, 0 = no growth, -100 = all killed.
OVCAR-3: OVCAR-3 ovarian cancer. 79,000 tested, 7% active
OVCAR-5: OVCAR-5 ovarian cancer; 82,000 tested, 2.9% active; AID 1794783
PC-3: PC-3 prostate cancer cells | 80,000 tested, 3.9% active | AID 1794754
DU-145: DU-145 prostate cancer; AID 1794760; 81,000 tested, 4.2% active
SK-OV-3: SK-OV-3 ovarian cancer cells | AID 1794785 | 80,000 tested, 3.2% active
OVCAR-8: OVCAR-8 ovarian cancer | 81,000 tested, 4.4% active
IGROV1: IGROV1 ovarian cancer | 79,000 tested, 4.7% active
OVCAR-4: OVCAR-4 ovarian cancer cells | 80,000 tested, 3.7% active | AID 1794784
An asterisk follows results filed as active; . = no result given; [ ] = dose if it differs, or a comment. Rule for the calls: active = growth percent below 10; inactive = the rest.

SMILES	OVCAR-3	OVCAR-5	PC-3	DU-145	SK-OV-3	OVCAR-8	IGROV1	OVCAR-4
COc1ccc(-c2[nH]c3ncc(-c4ccc(F)cc4)n3c(=O)c2C#N)cc1	105	91	93	106	92	102	105	98
COc1ccc(/C=C2\CN(C)CC3C2=NN(CCO)C3c2ccc(OC)cc2)cc1 (stereo unspecified)	96	91	90	99	96	96	93	88
Cn1cc(/C=C2\SC(=S)N(CCCC(=O)NCCc3c[nH]c4ccccc34)C2=O)c2ccccc21	83	108	.	71	87	79	49	83
CC1=NNC(=O)/C1=C\c1cc(=O)oc2cc(C)ccc12	111	97	97	111	102	102	108	99
O=C1c2ccccc2C(=O)C1(Br)Br	98	95	.	111	84	102	101	97
COc1ccc2c(c1)OC1=C(C(=O)OC1)C2c1cc(OC)c2c(c1)OCCO2 (stereo unspecified)	-30*	32	26	-14*	-2.3*	21	19	48
COC(=O)[C@]12CCC(C)(C)C[C@H]1[C@]13O[C@H](C1=O)[C@@H]1[C@@]4(C)CC[C@H](OC(C)=O)C(C)(C)[C@@H]4CC[C@@]1(C)[C@]3(C)CC2	97[100 µM]	117[100 µM]	77[100 µM]	103[100 µM]	92[100 µM]	92[100 µM]	98[100 µM]	.
O=C1C(O)=CC(=C(c2ccccc2)c2ccccc2)c2ccccc21	98	102	60	103	110	91	92	82
COc1c2c(c(CN3CCOCC3)c3occc13)O/C(=C/c1ccccc1)C2=O	106	115	82	108	108	82	106	106
CN1C(=O)C(C2=NN(c3cc(Cl)cc(Cl)c3)C(c3ccc(Cl)cc3)C2)C(=O)N(C)C1=O (stereo unspecified)	74	104	55	91	86	78	89	78
C/C=C\C=N\NC(=O)N/N=C\C=C\C	168	106	95	122	113	109	99	.
CCN(CC)CC(=O)Nc1c(C)cc(C(=O)NN)cc1C	100	103	101	97	99	107	89	99
c1ccc(Cn2nnc3c(Sc4nc5ccccc5o4)ncnc32)cc1	104	100	101	108	95	100	111	96
O=C1c2c(c3c4cccnc4[nH]c3c3[nH]c4ccccc4c23)C(=O)N1O	98	100	61	93	91	76	51	72
C[n+]1c2ccccc2nc2ccc(NCCO)cc21	79	102	51	97	112	82	64	.
CC1NC(C)c2ccc3ccccc3c2O1 (stereo unspecified)	106	108	93	104	106	104	115	111
CC(C)=CCC[C@](C)(O)[C@H]1CC[C@]2(C)[C@@H]1CC[C@@H]1[C@@]3(C)CC(=O)CC(C)(C)[C@@H]3CC[C@]12C	109	108	70	105	98	98	112	96
O=C(NCc1ccc(F)c(Cl)c1)C1C2C(=O)N(c3ccc(Cl)cc3)C(=O)C2C2c3ccccc3C=NN12 (stereo unspecified)	90	84	80	102	80	98	81	89
CCC(CC)/C(C)=C(\C)C1CC1CCNS(=O)(=O)c1ccc(C)cc1 (stereo unspecified)	113	106	93	108	101	105	101	90
CCOC(=O)c1c(N)c(C#N)cn1-c1ccc(Cl)cc1Cl	117	93	101	106	120	100	98	107
O=C(/C=C/c1ccc(OCc2ccccc2)cc1)c1nc2ccccc2[nH]1	109	130	112	106	110	109	110	100
Cc1[nH]c2ncnc(Nc3ccc(C(=O)Nc4ccc(Cl)c(C(F)(F)F)c4)cc3)c2c1C	109	110	102	117	107	96	101	112
COc1ccc2nc(C)cc(Nc3cccc(O)c3)c2c1	96	87	95	98	99	99	105	102
CCn1c(Cn2nc(C)cc2C)nnc1SCC(=O)Nc1ccc(S(N)(=O)=O)cc1	.	104	79	110	101	95	95	93
NC(N)=NC(N)=NCc1ccco1	116	99	111	107	105	.	99	105

Two compounds drawn at random from those above:
SMILES	OVCAR-3	OVCAR-5	PC-3	DU-145	SK-OV-3	OVCAR-8	IGROV1	OVCAR-4
C[n+]1c2ccccc2nc2ccc(NCCO)cc21	79	102	51	97	112	82	64	.
CC1=NNC(=O)/C1=C\c1cc(=O)oc2cc(C)ccc12	111	97	97	111	102	102	108	99

Carrying on:
SMILES	OVCAR-3	OVCAR-5	PC-3	DU-145	SK-OV-3	OVCAR-8	IGROV1	OVCAR-4
CCOC(=O)c1nc(Nc2ccc(NC(=O)Nc3ccc(Cl)c(Cl)c3)cc2)c2ccccc2n1	116	96	96	93	99	103	97	106
COc1ccc(/C=c2\c(=O)n(-c3ccccc3)c3nn4c(n23)=NNCC(O)C4)cc1 (stereo unspecified)	120	109	92	115	103	85	102	116
COc1cc(/C=C2\SC(=S)N(NC(=O)CSc3nnc(Cc4ccccc4Nc4c(Cl)cccc4Cl)n3-c3ccccc3)C2=O)ccc1OCC(C)C	100	91	.	107	90	98	92	97
CN1C(=O)/C(=C\C(=O)c2cc3ccccc3oc2=O)c2ccccc21	52	84	85	71	81	47	82	75
CC(=O)Nc1ccc(Oc2c(/C=N/N=c3\sc4ccccc4n3C)c(C)nn2-c2ccccc2)cc1	107	101	46	97	122	102	107	102
O=C(O)c1ccc(-c2nn(-c3ccc(C(=O)O)cc3)cc2/C=N/NC(=O)c2ccc(O)cc2)cc1	108	95	98	106	121	100	97	107
CCCCCc1c(C)[nH]c(/C=C2\N=C(c3ccc[nH]3)C=C2CC)c1C	-97*	-95*	-89*	-95*	-95*	-65*	-63*	-90*
CCOCC(=O)C(C#N)c1ccc(Cl)cc1 (stereo unspecified)	101	108	100	109	112	111	112	104
CCOC(=O)C1=C(N)Oc2c(sc3c(CC)cccc23)C1c1ccc(OC)cc1 (stereo unspecified)	106	103	93	106	102	104	93	103
N#CC(C(O)c1ccccc1)N1CCOCC1 (stereo unspecified)	106	95	91	102	108	99	93	100
CN/C(=C\[N+](=O)[O-])NCCSCc1ccc(CN(C)C)o1	108	.	87	116	102	91	101	104
O=C(O)c1cn(C2CC2)c2cc(N3CCN(C(=O)CCCN4C(=O)S/C(=C/c5ccccc5)C4=O)CC3)c(F)cc2c1=O	96	110	103	110	.	85	91	97
Oc1ccc(-c2nc3ccc(/C(=N\N=C\c4ccc(Cl)cc4)c4ccccc4)cc3[nH]2)cc1	.	97	53	88	106	83	90	58
CCC1(CC)SCCNC1=O	108	99	104	105	119	104	97	110
Nc1ccc(S(=O)(=O)Nc2nc(-c3ccccc3)cc(-c3ccccc3O)n2)cc1	103	101	95	102	108	99	111	91
Cn1nc(Br)c(=O)n(C(c2ccccc2)c2ccccc2)c1=O	109	113	83	111	105	83	93	73
O=C(N/N=C/c1c[nH]c2ccccc12)Nc1ccccc1Cl	-28*	23	27	6.1*	15	-7.9*	20	54
O=C(CSc1nc2sc3c(c2c(=O)n1-c1ccc(Cl)cc1)CCCC3)NNC(=O)Nc1c(Cl)cccc1Cl	120	103	90	111	98	101	94	103
O=C(OCC1OC(OC(=O)c2ccccc2)C(F)C1OC(=O)c1ccccc1)c1ccccc1 (stereo unspecified)	111	106	103	120	107	92	113	100
C[C@]12CC[C@@H]3c4ccc(O)cc4CC[C@H]3[C@@H]1CC[C@@H]2NS(=O)(=O)c1ccc(F)cc1	78	95	68	96	91	84	.	84
N#Cc1c(-c2ccc(Br)cc2)nc(SCC(=O)c2ccc(Cl)cc2)[nH]c1=O	96	98	91	97	106	100	89	96
Cc1nc2cccc(NCCCCC(=O)NO)c2c(=O)n1-c1ccccc1	68	31	63	58	51	40	58	69
Cc1ccc(NCC(=O)Nc2ccc(-c3nc4ccccc4s3)cc2)cc1	99	107	92	94	113	93	92	86
COc1cc(C(=O)NNC(=O)c2ccc(NC(=O)CN=[N+]=[N-])cc2)cc(OC)c1OC	110	115	81	106	81	77	95	121
Nc1cc(F)ccc1NC(=O)c1ccc(NC(=O)C/C=C/c2cccnc2)cn1	27	21	37	-3.7*	35	18	14	29

Single records (already shown):
Cc1nc2cccc(NCCCCC(=O)NO)c2c(=O)n1-c1ccccc1 is entered as OVCAR-3: 68; OVCAR-5: 31; PC-3: 63; DU-145: 58; SK-OV-3: 51; OVCAR-8: 40; IGROV1: 58; OVCAR-4: 69
CCn1c(Cn2nc(C)cc2C)nnc1SCC(=O)Nc1ccc(S(N)(=O)=O)cc1 is entered as OVCAR-3: .; OVCAR-5: 104; PC-3: 79; DU-145: 110; SK-OV-3: 101; OVCAR-8: 95; IGROV1: 95; OVCAR-4: 93

The list goes on.
SMILES	OVCAR-3	OVCAR-5	PC-3	DU-145	SK-OV-3	OVCAR-8	IGROV1	OVCAR-4
c1ccc(Oc2nc(Oc3ccccc3)c3ccccc3n2)cc1	111	105	105	103	101	101	108	94
CN(C)c1ccc(C(c2ccc(N(C)C)cc2)c2ccc([N+](=O)[O-])cc2)cc1	96	106	99	102	105	103	102	94
CC(C)N(C)C1=CC(=O)C(N(C)C(C)C)=CC1=O	118	111	93	125	110	115	185	101
OC(Cc1ccccc1)(c1ccc(Cl)cc1)c1ccc(Cl)cc1	93	97	63	89	97	93	98	85
Cc1ccc(NC(=O)CSc2nc3ccccc3nc2C)cc1	.	105	85	105	100	90	86	90
OCCN(CCO)CC(O)c1cc(-c2ccccc2)nc2ccccc12 (stereo unspecified)	109	94	88	104	84	98	97	106
CCOC(=O)c1c(NC(=O)c2ccc(C(F)(F)F)cc2)sc2c(CN(C)C)c(O)ccc12	114	103	81	110	102	99	95	110
N#Cc1c(-c2ccc(F)cc2)nc(SCc2ccc(F)cc2)nc1N1CCN(c2ccccc2)CC1	105	96	75	101	104	94	101	90
Cn1cc(-c2nc(-c3cccnc3)cs2)c2ccccc21	100	97	.	97	90	102	105	96
CC[C@@H](c1ccc(O)c(O)c1)[C@@H](CC)c1ccc(O)c(O)c1	51	115	76	110	122	101	98	68
O=C1/C(=C/c2cc(Cl)cc(Cl)c2)Cc2cc(Cl)cc(Cl)c21	99	109	92	105	111	114	98	98
Cc1ccc(N=C2CSc3nnc(-c4csc5c4CCCC5)n3N2)cc1	-21*	54	28	25	28	35	53	62
NC(CSC(c1ccccc1)(c1ccccc1)c1ccccc1)C(=O)NCC(=O)O (stereo unspecified)	98	95	82	111	35	71	73	100
C=CCn1c2ccccc2c2c3c(c4c5ccccc5n(CC=C)c4c21)C(=O)N(O)C3=O	33	86	22	25	34	23	-16*	46
O=c1[nH]c(=O)n(C2OC(CO)C(O)C2O)cc1N1CCOCC1 (stereo unspecified)	117	111	101	108	105	101	129	105
Clc1ccc(CCC(Cn2ccnc2)Sc2c(Cl)cccc2Cl)cc1 (stereo unspecified)	59	68	27	94	91	64	59	60
C=CCOC(=O)C1=C(C)NC2=C(C(=O)CC(c3ccc(Cl)cc3)C2)C1c1cc(OC)c(OC)c(OC)c1 (stereo unspecified)	95	94	78	97	69	90	86	86
CCN1CCN(CCNc2nccc(-c3cn(-c4ccccc4)nc3-c3ccc(Cl)c(OC)c3)n2)S1(=O)=O	111	101	67	102	93	94	108	92
CCN(CC)CCC(CNc1c(C)cnc2cc(Cl)ccc12)c1ccc(Cl)c(Cl)c1 (stereo unspecified)	77	58	49	74	84	66	33	64
COc1cc2nc(Sc3cnc(N)s3)n(Cc3ccccc3)c(=O)c2cc1OC	103	106	78	110	106	104	90	90

Structures above that contain a furan ring, fused or not (three):
SMILES	OVCAR-3	OVCAR-5	PC-3	DU-145	SK-OV-3	OVCAR-8	IGROV1	OVCAR-4
COc1c2c(c(CN3CCOCC3)c3occc13)O/C(=C/c1ccccc1)C2=O	106	115	82	108	108	82	106	106
NC(N)=NC(N)=NCc1ccco1	116	99	111	107	105	.	99	105
CN/C(=C\[N+](=O)[O-])NCCSCc1ccc(CN(C)C)o1	108	.	87	116	102	91	101	104

Copied from the list:
Entry for CCN(CC)CCC(CNc1c(C)cnc2cc(Cl)ccc12)c1ccc(Cl)c(Cl)c1 (stereo unspecified) in OVCAR-4: 64
Entry for COc1cc(/C=C2\SC(=S)N(NC(=O)CSc3nnc(Cc4ccccc4Nc4c(Cl)cccc4Cl)n3-c3ccccc3)C2=O)ccc1OCC(C)C in DU-145: 107
Entry for CN1C(=O)/C(=C\C(=O)c2cc3ccccc3oc2=O)c2ccccc21 in SK-OV-3: 81
Entry for CCOC(=O)c1c(N)c(C#N)cn1-c1ccc(Cl)cc1Cl in OVCAR-3: 117
